LAP4 TOR yeast = alters LAP4-GFP fluorescence in TOR pathway yeast screen; AID 2023; GFP response vs DMSO, % at 10 µM; S. cerevisiae LAP4-GFP multiplex, flow cytometry GFP, 3 h; median GFP as percent of DMSO wells; 320,000 tested, 0.34% active;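 active means GFP response vs DMSO above a set limit, about the screen mean plus 3 SD, cut at about 150% in these data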
MEP2 TOR yeast = yeast TOR pathway MEP2-GFP modulation; GFP response vs DMSO, % at 10 µM; AID 2016; 330,000 tested, 0.51% active; S. cerevisiae MEP2-GFP strain, flow cytometry GFP, 3 h; 100% = DMSO control level;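 active means GFP response versus DMSO above a set limit, roughly screen mean plus 3 SD, cut at about 180% in these data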;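 further: median GFP fluorescence of the barcode-gated MEP2-GFP cells per well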
ZTA counter = counter-screen for EBNA-1 inhibitors: inhibitors of Epstein-Barr virus ZTA | P03206 | inhibition, % at 11 µM | 320,000 tested, 0.15% active | ZTA-DNA binding, fluorescence polarization; in the data active means inhibition above about 33%
AHR act = activators of human aryl hydrocarbon receptor. 320,000 tested, 2.5% active. activation, % at 5 µM. P35869. AHR-responsive luciferase reporter cells, luminescence; in the data active means activation above about 47%;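 further: 0% = vehicle wells and 100% = reference agonist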
Target sequence (P35869 whole entry, looked up): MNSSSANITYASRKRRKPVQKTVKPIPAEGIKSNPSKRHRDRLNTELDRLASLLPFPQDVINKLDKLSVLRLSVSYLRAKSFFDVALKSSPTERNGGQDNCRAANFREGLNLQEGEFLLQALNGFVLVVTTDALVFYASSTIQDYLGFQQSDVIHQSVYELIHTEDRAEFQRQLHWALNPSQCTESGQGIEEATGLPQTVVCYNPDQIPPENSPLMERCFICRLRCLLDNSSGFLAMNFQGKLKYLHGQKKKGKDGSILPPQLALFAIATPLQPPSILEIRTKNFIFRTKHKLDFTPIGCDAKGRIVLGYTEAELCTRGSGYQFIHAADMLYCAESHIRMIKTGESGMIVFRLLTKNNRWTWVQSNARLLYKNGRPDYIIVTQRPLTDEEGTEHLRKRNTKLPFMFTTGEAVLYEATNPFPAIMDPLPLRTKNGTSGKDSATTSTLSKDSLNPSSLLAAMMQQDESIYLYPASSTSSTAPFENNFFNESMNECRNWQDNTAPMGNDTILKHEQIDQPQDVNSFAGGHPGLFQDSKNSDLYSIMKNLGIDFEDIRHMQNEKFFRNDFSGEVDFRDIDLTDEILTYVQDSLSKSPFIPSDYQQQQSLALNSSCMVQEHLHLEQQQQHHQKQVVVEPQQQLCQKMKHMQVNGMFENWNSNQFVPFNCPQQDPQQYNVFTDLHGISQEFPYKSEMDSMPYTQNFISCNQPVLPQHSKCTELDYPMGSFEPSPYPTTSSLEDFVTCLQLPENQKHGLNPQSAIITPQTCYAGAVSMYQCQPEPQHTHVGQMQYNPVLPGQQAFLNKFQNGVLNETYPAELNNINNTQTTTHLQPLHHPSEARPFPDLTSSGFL
EBNA-1 inh = blocks EBNA-1 binding to DNA; EBNA-1 DNA binding, fluorescence polarization; inhibition, % at 14.8 µM; 300,000 tested, 0.34% active; in the data active means inhibition above about 28%
proCasp3 act = activators of human procaspase-3. P42574. recombinant procaspase-3 D3A, Ac-DEVD-pNA absorbance 405 nm. activation, % at 8.5 µM. 330,000 tested, 0.11% active. AID 463141;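 active means activation above the mean of all tested compounds plus 3 SD, cut at about 21% in these data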;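 further: 0% = DMSO alone and 100% = DMSO wells spiked with extra 5 µM PC-3 D3A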
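System: Procaspase-3 D3A mutant. Medium: Zinc-free 300 mM NaCl, 50 mM HEPES, 0.01% Triton X-100. Schedule: 1 h preincubation plus 2 h reaction at 25 °C. Measured by: 405 nm absorbance of p-nitroaniline, reads at 0 and 120 min. Read-out: percent activation relative to control range.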
RPL19A TOR yeast = yeast TOR pathway RPL19A-GFP modulation | S. cerevisiae RPL19A-GFP strain, flow cytometry, 3 h; hits give low values | percent response vs DMSO, % at 10 µM | 330,000 tested, 0.3% active | AID 2025;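 active means percent response vs DMSO below 50%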;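 further: median channel GFP fluorescence of the barcoded RPL19A-GFP strain; ratio of sample median GFP to plate DMSO average so 100% = DMSO; lower means less RPL19A-GFP as with rapamycin TOR inhibition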
proCasp7 act = activates human procaspase-7, counter-screen for procaspase-3 activators | P55210 | recombinant procaspase-7, Ac-DEVD-pNA absorbance 405 nm; D23A/D198A/D206A triple mutant, cannot self-cleave; scale: DMSO 0, 5 µM enzyme 100 | activation, % at 8.5 µM | 330,000 tested, 0.093% active | AID 463210;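 active means percent activation above the screen-wide mean plus 3 SD, cut at about 25% in these data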
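Material: Procaspase-7 triple mutant (PC-7 D3A) | Quantity: 2 µM procaspase-7 mutant as dispensed | Reagent: DEVD-pNA substrate | Times: 1 h preincubation, 2 h reaction | Technique: 405 nm absorbance of p-nitroaniline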
Active calls of the source: *; [ ] = dose if it differs, or a comment.

How did COc1ccc(CNC(=O)COc2ccccc2C(=O)c2cnn(-c3ccccc3)c2)cc1OC do in these assays?
LAP4 TOR yeast: 109; MEP2 TOR yeast: 113; ZTA counter: -1; AHR act: 13; proCasp3 act: -7; RPL19A TOR yeast: 108; proCasp7 act: -12

What do the screens show for `N#Cc1ccc(N/N=C/c2cn(-c3ccccc3)nc2-c2ccccc2)c([N+](=O)[O-])c1`?
LAP4 TOR yeast: 92; MEP2 TOR yeast: 106; ZTA counter: -11; AHR act: -1; EBNA-1 inh: 0; proCasp3 act: -10; RPL19A TOR yeast: 105; proCasp7 act: 2

What do the screens show for `N=c1ccn(CC(=O)c2ccc(-c3ccccc3)cc2)cc1`?
LAP4 TOR yeast: 154*; MEP2 TOR yeast: 101; ZTA counter: -4; AHR act: -9; EBNA-1 inh: -6; proCasp3 act: -2; RPL19A TOR yeast: 89; proCasp7 act: 1

How did COc1ccc(-c2cc(C(F)(F)F)nc(-n3ccnc3C)n2)cc1 do in these assays?
LAP4 TOR yeast: 99; MEP2 TOR yeast: 110; ZTA counter: -8; AHR act: 46; EBNA-1 inh: -4; proCasp3 act: 7; RPL19A TOR yeast: 105; proCasp7 act: -7

What do the screens show for `CC(CC(C)C(=O)Nc1ccccc1C(C)(C)C)C(=O)O` (stereo not given)?
LAP4 TOR yeast: 102; MEP2 TOR yeast: 101; ZTA counter: 13; AHR act: 0; EBNA-1 inh: 14; proCasp3 act: 0; RPL19A TOR yeast: 106; proCasp7 act: 10

How did COc1ccc(Cn2c(O)cc(=O)[nH]c2=O)cc1 do in these assays?
LAP4 TOR yeast: 101; MEP2 TOR yeast: 101; ZTA counter: 16; AHR act: -2; EBNA-1 inh: -5; proCasp3 act: -12; RPL19A TOR yeast: 100; proCasp7 act: -9

Results for O=C(Nc1ccc2oc(-c3ccccc3)nc2c1)c1ccccc1F ?
LAP4 TOR yeast: 94; MEP2 TOR yeast: 98; ZTA counter: 12; AHR act: -2; EBNA-1 inh: 35*; proCasp3 act: 2; RPL19A TOR yeast: 97; proCasp7 act: 6

What do the screens show for `CC1CCN(c2ccccc2NC(=O)c2ccc(Br)o2)CC1`?
LAP4 TOR yeast: 75; MEP2 TOR yeast: 94; ZTA counter: -8; AHR act: 1; EBNA-1 inh: 10; proCasp3 act: -2; RPL19A TOR yeast: 101; proCasp7 act: 1

How did CCCNc1nc2c(c(=O)[nH]c(=O)n2C)n1CCC(C)C do in these assays?
LAP4 TOR yeast: 101; MEP2 TOR yeast: 106; ZTA counter: 4; AHR act: -1; EBNA-1 inh: -4; proCasp3 act: 4; RPL19A TOR yeast: 100; proCasp7 act: 3

Results for CCOC(=O)c1c(NC(=O)COC(=O)c2cc(OC)c(OC)cc2[N+](=O)[O-])sc(C)c1CC ?
LAP4 TOR yeast: 95; MEP2 TOR yeast: 100; ZTA counter: 3; AHR act: 2; EBNA-1 inh: 4; proCasp3 act: -10; RPL19A TOR yeast: 103; proCasp7 act: 19

Results for COC(=O)c1ccc(C)c(NC(=O)Cc2ccc([N+](=O)[O-])cc2)c1 ?
LAP4 TOR yeast: 87; MEP2 TOR yeast: 101; ZTA counter: -7; AHR act: 0; EBNA-1 inh: -3; proCasp3 act: -5; RPL19A TOR yeast: 93; proCasp7 act: 18

What do the screens show for `COc1ccccc1N(CC(=O)NCCSCc1ccccc1)S(=O)(=O)c1ccc(C)cc1`?
LAP4 TOR yeast: 87[may fluoresce violet]; MEP2 TOR yeast: 212*[may fluoresce violet]; ZTA counter: 6; AHR act: -1; EBNA-1 inh: 8; proCasp3 act: 4; RPL19A TOR yeast: 54[may fluoresce violet]; proCasp7 act: -4

Results for CCC(Cc1ccccc1)NC(=O)CCc1ccccc1 (stereo not given) ?
LAP4 TOR yeast: 94; MEP2 TOR yeast: 101; ZTA counter: -4; AHR act: -1; EBNA-1 inh: -13; proCasp3 act: 1; RPL19A TOR yeast: 97; proCasp7 act: 4

Results for COc1ccccc1-c1cc(-c2cc(Cl)ccc2O)n[nH]1 ?
LAP4 TOR yeast: 101; MEP2 TOR yeast: 102; ZTA counter: -10; AHR act: 32; EBNA-1 inh: -2; proCasp3 act: 0; RPL19A TOR yeast: 100; proCasp7 act: -5

How did O=C(CN1CCCC1)Nc1sc2c(c1C(=O)Nc1ccc(Br)cc1)CCC2 do in these assays?
LAP4 TOR yeast: 96; MEP2 TOR yeast: 94; ZTA counter: -4; AHR act: 79*; EBNA-1 inh: -3; proCasp3 act: -8; RPL19A TOR yeast: 97; proCasp7 act: -9

Results for COCCNc1nc2ccccc2n1CC(=O)c1ccc(OC)c(OC)c1 ?
LAP4 TOR yeast: 92; MEP2 TOR yeast: 108; ZTA counter: 11; AHR act: -1; EBNA-1 inh: 17; proCasp3 act: 7; RPL19A TOR yeast: 104; proCasp7 act: 6

How did Cc1cccc(NC(=O)CSc2nc3[nH]ncc3c(=O)n2-c2ccccc2)c1 do in these assays?
LAP4 TOR yeast: 100; MEP2 TOR yeast: 103; ZTA counter: -11; AHR act: -1; EBNA-1 inh: 2; proCasp3 act: 1; RPL19A TOR yeast: 99; proCasp7 act: 9

What do the screens show for `CC(=O)c1cc2c(cc1NC(=O)CCC1CCCC1)OCO2`?
LAP4 TOR yeast: 95; MEP2 TOR yeast: 110; ZTA counter: 12; AHR act: 5; EBNA-1 inh: -3; proCasp3 act: 13; RPL19A TOR yeast: 105; proCasp7 act: 3

Results for O=C(O)c1cccnc1C(=O)c1ccccc1 ?
MEP2 TOR yeast: 103; ZTA counter: 3; AHR act: -1; EBNA-1 inh: -2; proCasp3 act: -9; RPL19A TOR yeast: 108; proCasp7 act: 5

How did CCOC(=O)NN1C(=O)c2ccccc2NC1C (stereo not given) do in these assays?
LAP4 TOR yeast: 116; MEP2 TOR yeast: 99; ZTA counter: 0; AHR act: 0; EBNA-1 inh: 7; proCasp3 act: -3; RPL19A TOR yeast: 91; proCasp7 act: 9

What do the screens show for `O=C(CCN1CCOCC1)N1CCCC(Nc2ccc(F)cc2)C1` (stereo not given)?
LAP4 TOR yeast: 88; MEP2 TOR yeast: 100; ZTA counter: -2; AHR act: 6; EBNA-1 inh: -1; proCasp3 act: 1; RPL19A TOR yeast: 99; proCasp7 act: 2

Results for COc1ccc(-c2noc(CN3CCC(Cc4ccccc4)CC3)n2)cc1 ?
LAP4 TOR yeast: 103; MEP2 TOR yeast: 100; ZTA counter: -8; AHR act: 3; EBNA-1 inh: 0; proCasp3 act: 5; RPL19A TOR yeast: 100; proCasp7 act: -11

Results for CNC(=O)C1CCN(S(=O)(=O)c2c(C)noc2/C=C/N(C)C)CC1 ?
LAP4 TOR yeast: 89; MEP2 TOR yeast: 104; ZTA counter: -4; AHR act: -2; EBNA-1 inh: 1; proCasp3 act: 8; RPL19A TOR yeast: 97; proCasp7 act: 1

How did CCOc1ccccc1CN1CCN(Cc2nc3ccccc3s2)CC1CCO (stereo not given) do in these assays?
LAP4 TOR yeast: 91; MEP2 TOR yeast: 99; ZTA counter: -5; AHR act: 8; EBNA-1 inh: -5; proCasp3 act: -1; RPL19A TOR yeast: 107; proCasp7 act: 4

How did Cc1ccc(CN2CCN(C3CCOCC3)CC2CCO)cc1 (stereo not given) do in these assays?
LAP4 TOR yeast: 114; MEP2 TOR yeast: 104; ZTA counter: 5; AHR act: 1; EBNA-1 inh: -1; proCasp3 act: 4; RPL19A TOR yeast: 101; proCasp7 act: 3

What do the screens show for `CCOC(=O)c1c(NC(=O)CSc2nc3ccccc3s2)sc(C)c1C`?
LAP4 TOR yeast: 96; MEP2 TOR yeast: 102; ZTA counter: -11; AHR act: 10; EBNA-1 inh: 2; proCasp3 act: -2; RPL19A TOR yeast: 95; proCasp7 act: 4

What do the screens show for `O=C(CSC1=Nc2ccccc2C2=NC(CC(=O)NCc3ccco3)C(=O)N12)NCc1ccco1` (stereo not given)?
LAP4 TOR yeast: 108; MEP2 TOR yeast: 103; ZTA counter: 2; AHR act: 3; EBNA-1 inh: 5; proCasp3 act: -4; RPL19A TOR yeast: 104; proCasp7 act: 12

What do the screens show for `Cc1ccc(C(=O)O/N=C/c2c(Cl)n(C)c3ccccc23)cc1`?
LAP4 TOR yeast: 110; MEP2 TOR yeast: 123; ZTA counter: -7; AHR act: 12; EBNA-1 inh: -5; proCasp3 act: 0; RPL19A TOR yeast: 102; proCasp7 act: 8

What do the screens show for `CCCn1c2ccccc2c2cnn(CC(=O)NCCN(CC)CC)c(=O)c21`?
LAP4 TOR yeast: 80; MEP2 TOR yeast: 101; ZTA counter: -2; AHR act: 0; EBNA-1 inh: -22; proCasp3 act: 5; RPL19A TOR yeast: 107; proCasp7 act: 0

How did COc1ccc(-c2nnc(NC(=O)c3ccc(S(=O)(=O)N(C)CC4CCCO4)cc3)o2)c(OC)c1 (stereo not given) do in these assays?
LAP4 TOR yeast: 109; MEP2 TOR yeast: 101; ZTA counter: -3; AHR act: 2; EBNA-1 inh: 3; proCasp3 act: 6; RPL19A TOR yeast: 96; proCasp7 act: 3

How did O=C(Nc1cccc(-c2ccc(N3CCCCC3)nn2)c1)C(F)(F)F do in these assays?
LAP4 TOR yeast: 101[may fluoresce violet]; MEP2 TOR yeast: 551*[may fluoresce violet]; ZTA counter: -12; AHR act: -8; EBNA-1 inh: 4; proCasp3 act: 1; RPL19A TOR yeast: 50[may fluoresce violet]; proCasp7 act: -4

Results for CCOC(=O)N=S(=O)(Oc1ccc([N+](=O)[O-])cc1)c1ccc(Cl)cc1 (stereo not given) ?
LAP4 TOR yeast: 95; MEP2 TOR yeast: 101; ZTA counter: 0; AHR act: 0; EBNA-1 inh: -1; proCasp3 act: 4; RPL19A TOR yeast: 89; proCasp7 act: 5

Results for CN(C(=O)CC1C(=O)NCCN1Cc1ccc2ccccc2c1)C1CCOCC1 (stereo not given) ?
LAP4 TOR yeast: 113; MEP2 TOR yeast: 109; ZTA counter: 3; AHR act: -1; EBNA-1 inh: 8; proCasp3 act: -1; RPL19A TOR yeast: 108; proCasp7 act: -2

How did c1ccc(-c2nc3c([nH]2)CCc2nonc2-3)cc1 do in these assays?
LAP4 TOR yeast: 108; MEP2 TOR yeast: 104; ZTA counter: 1; AHR act: 21; EBNA-1 inh: -8; proCasp3 act: -1; RPL19A TOR yeast: 98; proCasp7 act: -11

How did CC1(C)CC(=O)C2=C(C1)N(N1CCOCC1)C(N)=C(C#N)C2c1cccnc1 (stereo not given) do in these assays?
LAP4 TOR yeast: 104; MEP2 TOR yeast: 118; ZTA counter: 21; AHR act: -1; EBNA-1 inh: -2; proCasp3 act: 0; RPL19A TOR yeast: 103; proCasp7 act: 7

Screening results as filed in PubChem BioAssay.

Compounds as they come (roughly 3.8% active in at least one column).
